Bioassay records (PubChem)
ERp5 block: inhibitors of human ERp5; 0.05% of 350,000 active; AID 651711; ERp5 insulin aggregation, absorbance 650 nm, 90 min; Q15084; inhibition, % at 9.99 µM;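 active = mean replicate inhibition above about 25%, with every replicate also reaching it, limit read from the data, passing the limit was not always enough; inconclusive = only one of those two criteria met; inactive = neither criterion met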
Target sequence (Q15084 whole entry, looked up): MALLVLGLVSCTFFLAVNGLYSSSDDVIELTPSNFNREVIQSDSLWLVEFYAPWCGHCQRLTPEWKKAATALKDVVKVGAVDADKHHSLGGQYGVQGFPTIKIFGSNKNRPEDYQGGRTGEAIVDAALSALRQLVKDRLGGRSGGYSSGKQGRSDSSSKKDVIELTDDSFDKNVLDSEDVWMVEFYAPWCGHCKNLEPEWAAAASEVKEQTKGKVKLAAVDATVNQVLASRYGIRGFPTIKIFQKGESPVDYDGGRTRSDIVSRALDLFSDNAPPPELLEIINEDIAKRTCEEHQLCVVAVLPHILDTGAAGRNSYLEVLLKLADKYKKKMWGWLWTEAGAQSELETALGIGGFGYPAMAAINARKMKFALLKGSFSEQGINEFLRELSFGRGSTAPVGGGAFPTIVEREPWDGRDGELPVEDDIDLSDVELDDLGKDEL
S100A4 inh HTS: inhibitors of human S100A4 binding to myosin IIA peptide. 0.14% of 360,000 active. S100A4/TAMRA-MyoIIA peptide fluorescence polarization. inhibition, % at 10.7 µM. AID 652163;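 active = mean inhibition of at least 70% across replicates, with every replicate also reaching that level; inconclusive = mean inhibition reaches 70% but some replicates fall short; inactive = mean inhibition below 70%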
Target sequence (P26447 whole entry, looked up): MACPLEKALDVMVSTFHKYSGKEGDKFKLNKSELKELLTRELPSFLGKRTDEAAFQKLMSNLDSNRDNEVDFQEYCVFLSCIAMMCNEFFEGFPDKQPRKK
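assay system = human S100A4 monomer with TAMRA-labelled myosin IIA peptide | also added = labelled myosin peptide probe, 5 nM | incubation = 5 min between mix addition and reading | control set = DMSO and TFP controls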
SIRT5 block: sirtuin-5 (human) deacylase inhibition; Q9NXA8; Purified SirT5, succinyl-peptide AMC, trypsin-coupled fluorescence; inhibition, % at 15 µM; 1.1% of 330,000 active; in the data active = inhibition above about 15%; inconclusive = no clear call, values can overlap the other calls
Target sequence (Q9NXA8 whole entry, looked up): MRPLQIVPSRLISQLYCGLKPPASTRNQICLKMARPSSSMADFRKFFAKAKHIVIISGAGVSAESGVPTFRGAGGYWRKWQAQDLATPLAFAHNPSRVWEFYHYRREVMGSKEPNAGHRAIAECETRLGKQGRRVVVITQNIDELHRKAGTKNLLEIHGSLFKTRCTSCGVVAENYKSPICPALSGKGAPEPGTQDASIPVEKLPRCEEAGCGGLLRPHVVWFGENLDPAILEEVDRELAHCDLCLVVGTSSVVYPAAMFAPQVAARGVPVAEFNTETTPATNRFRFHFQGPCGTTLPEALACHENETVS
Statin myotox sup: protects C2C12 myotubes from simvastatin toxicity; AID 602340; ATP luminescence, 48 h; scaled: DMSO 0, geranylgeraniol control 100; rescue of ATP level, % at 7.49 µM; 0.78% of 330,000 active;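 active = mean ATP rescue above about 67%, or every replicate alone reaching that limit, limit read from the data, passing the limit was not always enough; inconclusive = no clear call, values can overlap the other calls; inactive = mean under the limit and some replicate under it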;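 also: myotubes were challenged with 10 µM simvastatin during compound exposure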
E-selectin induc: E-selectin induction on HUVECs. P16581. HUVEC E-selectin immunofluorescence imaging; normalized: neutral wells 0, TNF-alpha wells 100. activation, % at 7.58 µM. 0.37% of 260,000 active. AID 686992;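 active = mean E-selectin-positive cell signal at least 10% of the positive control, reached in at least 60% of replicates, without over 20% cell loss; inconclusive = no rule given, readout overlaps actives, possibly toxicity-flagged; inactive = the rest, including those meeting only one limit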;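 also: in these data hits start at about 27%; measured in HUVEC primary endothelial cells; signal is the percent of cells scored E-selectin positive by PE staining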
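Assay system: HUVEC, human umbilical vein endothelial cells / Amount: 3,000 HUVEC/well / Controls: TNF-alpha positive control, DMSO neutral control / Compound dosing: single concentration / Medium: EGM-2 over gelatin coat / Evaluation: percent E-selectin-positive cells / Signal: immunofluorescence imaging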
PglD DTNB: inhibitors of Campylobacter jejuni PglD acetyltransferase. purified PglD enzyme, DTNB colorimetric CoA detection. inhibition, % at 12.5 µM. 0.098% of 360,000 active. AID 602405; in the data active = inhibition above about 16%, passing the limit was not always enough; inconclusive = no clear call, values can overlap the other calls; also: strong numbers were not always called active
DENV2 CPE rescue: inhibitors of DENV2 cytopathic effect | CPE inhibition, % at 9.99 µM | DENV2-infected cells, cytopathic effect rescue, plate reader | 1.7% of 350,000 active; in the data active = CPE inhibition above about 20%, passing the limit was not always enough; inconclusive = no clear call, values can overlap the other calls; tested in BHK-21 cells;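 also: 0% = median of neutral control wells and 100% = median of positive control wells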
Starred values were filed as active, the others as inactive; u = inconclusive; x = no result given. These rows are one share of the data, so the mix of outcomes need not match the whole.

cpd	Molecule	ERp5 block	S100A4 inh HTS	SIRT5 block	Statin myotox sup
1	COc1ccc(/C=C/C(=O)NC2CC3CCC2C3)cc1 (centres undefined)	0	-1	-1	22
2	CSCCC(NS(=O)(=O)c1ccccc1F)C(=O)NCC(c1ccco1)N(C)C (centres undefined)	0	0	-2	0
3	C[C@H](CO)N1C[C@H](C)[C@@H](CN(C)Cc2ccc(C(F)(F)F)cc2)OCCCC[C@H](C)Oc2ccc(NC(=O)c3ccncc3)cc2C1=O	-1	-3	8	39
4	Cc1cc(NC(=O)c2ccc(Cl)cc2)n(-c2ccccc2)n1	5	13	4	3
5	COc1ccc(OC)c(-c2cc(C(=O)NCc3ccc(Cl)cc3)no2)c1	0	-6	0	23
6	CC1CCCC(C)N1CCCNC(=O)c1csc2c1CCCCC2 (centres undefined)	1	-8	-4	-3
7	CN1CCN(C2CN(Cc3cn(Cc4ccc(Cl)cc4)nn3)S(=O)(=O)C2)CC1 (centres undefined)	2	2	7	x
8	CCOc1ccccc1NC(=O)COC(=O)COc1cccc2c1OC(C)(C)C2	10	7	0	1
9	O=C(Nc1cccc(S(=O)(=O)Nc2ccc(SC(F)F)cc2)c1)C1CCC1	-6	-6	1	0
10	CC(=O)N(C)C[C@@H]1Oc2cc(C#CC3CCCCC3)ccc2S(=O)(=O)N([C@@H](C)CO)C[C@@H]1C	-3	5	6	x
11	C[C@H](CO)N1C[C@H](C)[C@@H](CN(C)S(=O)(=O)c2cccs2)Oc2ncc(C#CCC3CCCC3)cc2C1=O	1	-3	13	3
12	CCCC(=O)Nc1ccc2c(c1)C(=O)N(C)C[C@@H](OC)[C@H](C)CN(Cc1ccccc1C(=O)O)[C@H](C)CO2	-7	-5	-8	-9
13	CN(C)CCN(C(=O)C1=COCCO1)c1nc2ccc(F)cc2s1	5	0	0	x
14	CCOC(=O)C1CCN(C(=O)COc2ccc(Br)cc2)CC1	x	x	x	22
15	C[C@@H]1CCCCO[C@@H](CN(C)Cc2ccc(C(F)(F)F)cc2)[C@H](C)CN([C@H](C)CO)C(=O)c2cc(NS(=O)(=O)c3ccccc3)ccc2O1	0	17	18*	x

cpd	E-selectin induc	PglD DTNB	DENV2 CPE rescue
1	0.0	4	0
2	0.2	1	7
3	0.0	-2	7
4	0.3	-3	-2
5	x	x	8
6	x	12	-2
7	0.3	x	-2
8	x	1	-7
9	x	-1	6
10	-1.9	0	-2
11	0.7	-2	-1
12	0.0	-2	-3
13	0.0	1	19
14	-2.7	-5	x
15	-0.1	9	1

Next part
cpd	Molecule	ERp5 block	S100A4 inh HTS	SIRT5 block	Statin myotox sup
16	CCN1CCN(C(=O)C2CCCN(c3ncnc4c3nc3n4CCCCC3)C2)CC1 (centres undefined)	-4	2	0	12
17	Cc1ccc(S(=O)(=O)NCC(=O)N(CC(=O)NCC2CCCO2)Cc2ccccc2Cl)cc1 (centres undefined)	2	0	-1	-15
18	COc1cccc(N(CC(=O)NCCSCc2ccco2)S(=O)(=O)c2ccccc2)c1	-1	0	2	-8
19	COc1ccc(C(NC(=O)C2CCN(CCOc3ccc(Cl)cc3Cl)CC2)c2ccccc2C)cn1 (centres undefined)	4	-6	x	-26
20	C[C@H](CO)N1C[C@H](C)[C@H](CN(C)C(=O)NC2CCCCC2)Oc2c(NS(=O)(=O)c3cccs3)cccc2C1=O	-8	-7	5	-1
21	Cc1c(OC(C)C(=O)NCC2CCC(C(=O)O)CC2)ccc2c(-c3ccccc3)cc(=O)oc12 (centres undefined)	-1	-1	2	12
22	COc1ccccc1CC(=O)N1CCN(S(=O)(=O)c2ccccc2)CC1	-15	1	-6	4
23	O=[N+]([O-])c1cccc(-c2c(-c3ccccc3)ncc3cc(F)ccc23)c1	5	-10	2	22
24	CCCN1CCC(=O)N(CCO)CC1	0	2	2	10
25	COc1ccc(-c2csc3ncnc(N4CCN(S(=O)(=O)c5cccc(C(F)(F)F)c5)CC4)c23)cc1	-3	-5	-2	x
26	O=C(C[C@H]1C[C@@H]2c3cc(NC(=O)NC4CCCCC4)ccc3O[C@@H]2[C@H](CO)O1)NCc1ccccc1	-8	5	-1	1
27	Cn1nc(-c2ccc(C(=O)NC3CCCCC3)cc2)c2ccccc2c1=O	0	-21	1	-2
28	COc1ccc(C)cc1S(=O)(=O)NC(C)c1cnn(-c2ccccn2)c1C (centres undefined)	-1	1	-3	2
29	O=C(CSc1nnc(-c2ccco2)o1)N1CCCCC1	-3	0	-4	x
30	CO[C@@H]1CN(C)C(=O)c2ccc(NC(=O)c3nc4ccccc4s3)cc2OC[C@@H](C)NC[C@@H]1C	-1	-2	-1	-8

cpd	E-selectin induc	PglD DTNB	DENV2 CPE rescue
16	x	-3	-4
17	x	-1	-2
18	x	1	1
19	0.1	0	-9
20	-4.0	-1	4
21	x	1	0
22	-0.1	5	u
23	-0.2	-2	3
24	x	4	2
25	x	x	4
26	-0.2	-1	-11
27	0.0	-2	-4
28	x	-1	u
29	0.0	0	2
30	0.1	1	6

Single values from the list.
COc1ccc(C(NC(=O)C2CCN(CCOc3ccc(Cl)cc3Cl)CC2)c2ccccc2C)cn1 (centres undefined) | ERp5 block: 4
COc1ccccc1CC(=O)N1CCN(S(=O)(=O)c2ccccc2)CC1 | Statin myotox sup: 4

Additional structures
cpd	Molecule	ERp5 block	S100A4 inh HTS	SIRT5 block	Statin myotox sup
31	CC(C)(C)c1ccc(C(=O)NCc2nnc(SCC(=O)NCc3ccco3)o2)cc1	10	-4	-5	0
32	COc1ccc(OCc2cc(C(=O)N3CCN(CC(=O)N(C)C)CC3)no2)c(Cl)c1	0	-3	-5	7
33	Cc1ccc(S(=O)(=O)N2CCN(C(=O)C3CC3C)CC2)c(C)c1 (centres undefined)	2	2	1	-2
34	Cc1ccc(OCC(=O)N(C)CC(=O)Nc2ccc(Cl)c(C(F)(F)F)c2)c([N+](=O)[O-])n1	-3	-2	3	2
35	Cc1ccc(-n2ncc3c2CC(C)(C)CC3NC(=O)C2CCOCC2)cc1 (centres undefined)	1	6	0	2
36	O=C1N[C@H](c2ccccc2)COCc2cn(nn2)CC[C@@H]1Cc1cccc(Cl)c1	-3	-3	0	x
37	CC(C)NC(=O)N[C@H]1CC[C@H](CCNC(=O)C2CC2)O[C@@H]1CO	0	4	5	-3
38	CC(C)(C)NC(=O)N1CCCC(C(=O)c2cccc(Cl)c2)C1 (centres undefined)	-12	-2	-1	x
39	CC(=O)NCC1CCN(C(=O)C2CCC(=O)N(CCc3cccc(F)c3)C2)CC1 (centres undefined)	1	-6	-3	7
40	C[C@@H]1CN([C@H](C)CO)C(=O)c2cc(NS(=O)(=O)c3cccs3)ccc2O[C@@H]1CN(C)C(=O)Nc1ccccc1	-4	0	-4	-6
41	COc1ccccc1-c1ccc(=O)n(CC(=O)NCc2ccco2)n1	8	2	-1	x
42	O=C(c1ccccc1OC(F)F)N1CCN(S(=O)(=O)c2ccc3c(c2)OCCCO3)CC1	0	28	1	2
43	COc1cccc(NC(=O)CCNS(=O)(=O)c2cccc3nsnc23)c1	-6	0	2	x
44	COc1ccc(CNC(=O)CCc2ccc(S(=O)(=O)N3CCCCCC3)cc2)cc1	7	7	1	1
45	COc1ccc(CN2C(=O)C(=O)N(CC(N)=O)C2=O)cc1	-3	9	-4	x

cpd	E-selectin induc	PglD DTNB	DENV2 CPE rescue
31	-0.6	-3	u
32	2.1	-13	14
33	1.0	0	4
34	-0.7	-1	-10
35	x	-3	-1
36	0.3	x	-1
37	-0.3	-6	-2
38	x	x	2
39	x	-4	7
40	-0.1	0	5
41	x	x	9
42	x	3	-1
43	x	x	4
44	-1.1	-6	-4
45	x	x	-8

Part of the list above in order of molecular weight, lowest first:
cpd	Molecule	ERp5 block	S100A4 inh HTS	SIRT5 block	Statin myotox sup
43	COc1cccc(NC(=O)CCNS(=O)(=O)c2cccc3nsnc23)c1	-6	0	2	x
39	CC(=O)NCC1CCN(C(=O)C2CCC(=O)N(CCc3cccc(F)c3)C2)CC1 (centres undefined)	1	-6	-3	7
31	CC(C)(C)c1ccc(C(=O)NCc2nnc(SCC(=O)NCc3ccco3)o2)cc1	10	-4	-5	0

cpd	E-selectin induc	PglD DTNB	DENV2 CPE rescue
43	x	x	4
39	x	-4	7
31	-0.6	-3	u

Additional compounds
cpd	Molecule	ERp5 block	S100A4 inh HTS	SIRT5 block	Statin myotox sup
46	COc1ccc(NC(=O)CCNS(=O)(=O)c2cccc3nonc23)cc1Cl	4	0	-9	-6
47	CC(C)=CC(=O)Nc1ccc(Br)cc1	5	-11	-1	2
48	CCC(C(=O)N1CCN(Cc2ccc3c(c2)OCO3)CC1)n1nnc2ccccc2c1=O (centres undefined)	-1	-12	-5	x
49	COc1ccc(-c2ccc(C(=O)NC(C)C)c3occc23)c(C)c1	5	-1	x	-17
50	NC(=O)Cn1nc([N+](=O)[O-])nc1Oc1ccc(Br)cc1	5	2	x	x
51	COc1ccccc1CNC(=O)C[C@@H]1C=C[C@H](NC(=O)CC2CC2)[C@H](CO)O1	-4	2	3	-3
52	O=C(C[C@@H]1CC[C@@H]2[C@H](COC[C@@H](O)CN2S(=O)(=O)c2ccccc2)O1)NCC1CCCCC1	-5	-5	-1	-3
53	Cc1ccc(/C=N/n2c(C)nnc2C)o1	2	-5	1	x
54	O=C(COc1ccc(Oc2ccccc2)cc1)NC1CCS(=O)(=O)C1 (centres undefined)	-2	-33	-5	12
55	Cc1cc(N2CCN(C(=O)OC(C)(C)C)C[C@@H]2C)ccc1N1C[C@@H](C)O[C@@H](C)C1	2	-24	1	x
56	Cc1ccc(C2(CCNCc3ccc(N(C)C)cc3)CCOC(C(C)C)C2)cc1 (centres undefined)	0	-12	0	x
57	COc1ccccc1NC(=O)CN1CCOCC1	1	1	-2	13
58	COc1ccc(NC(=O)CCCN2C(=O)CN(C)C2=O)cc1Cl	-15	-2	1	25
59	COc1ccc(NC(=O)N(C)C[C@@H]2Oc3ccc(NC(=O)CCC(F)(F)F)cc3C(=O)N([C@@H](C)CO)C[C@H]2C)cc1	-1	-8	0	43

cpd	E-selectin induc	PglD DTNB	DENV2 CPE rescue
46	x	0	-1
47	x	x	-4
48	-0.2	x	-6
49	-0.8	-4	2
50	1.8	x	-6
51	0.1	-2	1
52	0.0	-6	-12
53	x	-3	-4
54	0.8	-4	-2
55	0.3	x	4
56	0.3	x	3
57	-0.1	-4	75*
58	x	0	-6
59	-3.6	-2	-3
